# TRPM1 prom inh: inhibitors of MITF-driven TRPM1 promoter in melanoma cells; SK-MEL-5 TRPM1 promoter luciferase, 24 h; inhibition, % at 12.5 µM; hit rate 0.83% among 330,000;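 active = mean inhibition across replicates of 60% or more, whatever share of single replicates reaches that level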; note: values of inactives mirror those of a sister screen read the other way
# CF NFkB block: inhibitors of cystic fibrosis induced NF-kB | KKLEB NF-kB-GFP reporter, PAF-induced, GFP fluorescence overnight | inhibition, % at 5 µM | hit rate 0.86% among 360,000;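 active = at least 50% inhibition at 5 µM, scaled per plate between neutral and stimulator controls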;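 note: PAF is a Pseudomonas aeruginosa culture filtrate used as stimulus; plate controls were PAF-stimulated DMSO wells for no effect and unstimulated DMSO wells for full effect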
# KKLEB cytotox: CF airway cell cytotoxicity counter-screen; activity change (cytotoxicity), % at 5 µM; hit rate 0.36% among 360,000; KKLEB CF airway cells viability, ATPlite luminescence, overnight; active compounds read low; cells stimulated with P. aeruginosa culture filtrate;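 active = corrected activity change at or below -50% at 5 µM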
# Peg3 prom inh: Peg3 promoter activity inhibition; HeLa PEG-Prom luciferase reporter, luminescence, overnight; inhibition, % at 20 µM; hit rate 1.7% among 360,000; AID 588405;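 active = inhibition of at least 50% at 20 µM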
# aDG glyco up: increases alpha dystroglycan glycosylation. Pro5-aDG cells, alpha-DG glycosylation AlphaScreen (IIH6); 0% Pro5, 100% B10-LARGE cell signal. activation, % at 10 µM. hit rate 0.22% among 360,000. AID 624168;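 active = activation of at least 8% versus controls, or a plate z-score of at least 8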;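 note: Pro5 are CHO cells carrying HIG-tagged alpha-DG that lacks glycosylation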
# hiPSC survival: increases survival of single human iPS cells. hiPSC single-cell survival, ATPlite luminescence; 100% = ROCK inhibitor wells, 0% = DMSO. survival enhancement, % at 20 µM. hit rate 0.044% among 360,000; in the data active = survival enhancement above about 18%;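 note: cells exposed to compounds for 16 hours before the ATP read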
# TWEAK Fn14 block: TWEAK-Fn14 signaling inhibition. inhibition, % at 10 µM. hit rate 2% among 360,000. AID 1159606. TWEAK-stimulated Fn14 reporter cells, luciferase luminescence, 8 h; in the data active = inhibition above about 50%
# Shn3 3UTR inh: inhibitors of Schnurri-3 3'UTR reporter in osteoblasts | Clone20 osteoblast Shn3 3'UTR firefly luciferase, 24 h | inhibition, % at 12.5 µM | hit rate 0.52% among 360,000 | AID 588674;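 active = mean inhibition of at least 75% with every replicate also reaching 75%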;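 note: 0% = median of neutral control wells and 100% = pilot-screen positive control compound; some compounds past the cut are filed as inactive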
# NR2E3 ag-1: agonists of human NR2E3 nuclear receptor; CHO-S Gal4-NCOR/VP16-NR2E3 two-hybrid, luciferase; inhibition of corepressor binding, % at 3.98 µM; hit rate 0.35% among 360,000; AID 602229;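 active = inhibition above the mean of all tested compounds plus 3 SD, cut at about 70% in these data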;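 note: 0% = DMSO with NR2E3 transfected cells and 100% = cells lacking NR2E3 construct; higher means lower luciferase signal from less NR2E3 corepressor binding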
# Target sequence (Q9Y5X4 whole entry, looked up, the tested form may be a part): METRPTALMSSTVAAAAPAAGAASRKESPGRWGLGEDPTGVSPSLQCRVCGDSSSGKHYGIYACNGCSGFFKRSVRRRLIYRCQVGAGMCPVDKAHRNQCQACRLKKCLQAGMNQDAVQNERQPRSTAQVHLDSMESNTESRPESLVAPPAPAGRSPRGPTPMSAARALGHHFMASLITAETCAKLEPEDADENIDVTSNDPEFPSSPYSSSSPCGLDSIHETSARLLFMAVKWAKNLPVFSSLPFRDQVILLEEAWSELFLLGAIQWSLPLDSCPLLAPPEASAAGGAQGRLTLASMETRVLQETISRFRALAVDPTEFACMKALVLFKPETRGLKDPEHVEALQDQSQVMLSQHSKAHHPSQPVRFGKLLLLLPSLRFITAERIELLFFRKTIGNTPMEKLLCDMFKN
# NR2E3 ag-2: agonists of human nuclear receptor NR2E3; Q9Y5X4; GST-NR2E3/biotin-RetCOR TR-FRET, 1536-well; inhibition of corepressor binding, % at 4.78 µM; hit rate 0.12% among 320,000; AID 2300;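 active = percent inhibition above the cutoff of mean plus 3 SD of all tested compounds, set per screening campaign, cut at about 20% in these data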;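 note: 0% = DMSO wells and 100% = biotin wells as full block of FRET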
#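 system = GST-tagged NR2E3 plus biotinylated RetCOR corepressor | input = 1.35 nM GST-NR2E3 | also added = 7 nM biotin-RetCOR | schedule = 5 h incubation at 4 °C | measured by = TR-FRET with europium anti-GST and streptavidin-D2, 340 nm excitation | read-out = percent loss of FRET ratio relative to control wells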
# HIF-2a inh: HIF-2a inhibition | 786-0 RCC cells HIF-2a reporter, luciferase luminescence, overnight | inhibition, % at 18.8 µM | hit rate 0.72% among 360,000 | AID 624352;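 active = inhibition of the luminescence signal of 40% or more relative to plate controls, in a single-dose primary screen at 18.75 µM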
# * = called active by the depositor; / = not tested or not shown. This is a random part of the collection (roughly 4.4% active in at least one column).
structure	CF NFkB block	KKLEB cytotox	Peg3 prom inh	hiPSC survival	TRPM1 prom inh	HIF-2a inh	TWEAK Fn14 block	Shn3 3UTR inh	NR2E3 ag-1	aDG glyco up	NR2E3 ag-2
CCOC(=O)c1nn(C)c2[nH]c(=O)n(C)c(=O)c12	5.4	-2.8	-3.5	1.2	-4.5	-2.3	10.9	-2.3	4.8	0.0	/
NS(=O)(=O)c1ccc(CCNC(=O)Nc2ccc(Cl)c(Cl)c2)cc1	16.8	6.5	-0.3	-2.3	-5.1	-28.4	15.1	18.3	2.0	0.1	-0.1
COc1ccc(Oc2nc(-c3ccncc3)nc3ccccc23)cc1	-5.6	4.9	8.5	0.4	-5.4	26.0	-7.5	21.1	-24.2	0.1	5.4
CCN(CC)c1ccc(C2Nc3cccc4cccc(c34)N2)cc1	-26.5	12.9	-88.2	-0.5	-58.1	-42.6	-2.3	-49.8	-26.3	-0.2	-0.7
CCCCn1c(/C=N/Nc2nc3ccccc3[nH]2)nc2ccccc21	2.1	-6.4	-28.9	-1.2	8.8	-135.0	-95.8	63.7	-54.2	0.3	2.0
COc1ccc(CN2CCN(c3ccccn3)CC2)cc1OCc1ccccc1	-6.4	-1.5	9.7	0.0	8.0	-16.1	-9.7	62.2	3.9	1.5	-1.1
CCCCNC(=O)C(NC(=O)c1cccc2ccccc12)C(=O)c1ccccc1 (centres undefined)	-7.6	-9.7	4.2	0.7	/	-5.2	-5.4	-9.0	3.8	-0.2	/
CSCCC(NC(=O)COc1ccccc1)C(=O)NCC(C)(C)N1CCOCC1 (centres undefined)	1.4	3.6	-2.9	2.7	/	12.8	15.5	2.9	-13.5	0.0	/
CCOC(=O)C1=C(C)OC(N)=C(C#N)C1c1cc(F)ccc1F (centres undefined)	9.9	4.8	-1.1	-0.1	20.6	4.0	21.1	7.6	1.6	0.1	2.1
CC(C)COC(=O)OCN1C(=O)CN(CCN2CC(=O)N(COC(=O)OCC(C)C)C(=O)C2)CC1=O	11.5	8.5	11.5	1.0	0.9	7.8	-26.7	-24.3	-15.2	-0.1	3.0
CCc1cccc2c(C#N)cn(CCOc3ccccc3OC)c12	12.3	-6.9	23.0	-2.8	-7.7	-4.7	24.8	22.6	-19.2	0.4	-1.5
CCN1CCN(c2cc(-c3ccccc3)nc3cc(-c4cccc(F)c4)nn23)CC1	17.8	-6.1	11.3	-4.6	-6.8	-68.3	28.8	22.7	15.0	2.8	1.6
COc1ccc(-c2nc3c(c(=O)[nH]c(=O)n3Cc3ccccc3)n2Cc2ccccc2)cc1	-3.0	-2.5	20.4	0.6	7.2	13.5	28.2	14.9	4.7	-0.2	1.5
CCC(C)NC(=S)N1CCN(Cc2ccc3c(c2)OCO3)CC1 (centres undefined)	6.9	5.7	14.7	1.2	-2.4	6.4	6.1	13.1	8.8	1.8	3.5
CCN(CC)CC(=O)Nc1nc(-c2ccc(Cl)cc2)cs1	-4.2	-1.7	-43.4	0.4	-12.7	-40.0	-5.6	-11.1	-21.5	-0.2	-2.1
CC(C)[C@H](NC(N)=O)C(=O)NCCc1ccc(Cl)cc1	14.7	0.5	-14.1	0.5	-9.5	25.6	-1.3	-9.0	12.2	0.2	0.1
CCCCn1c(N)c(N(CC(C)C)C(=O)c2cccc(S(=O)(=O)N3CCN(C(C)=O)CC3)c2)c(=O)[nH]c1=O	-23.1	24.7	-87.2	-0.5	1.2	4.8	0.3	-12.1	-2.0	0.0	0.5
CSc1ccccc1NC(=O)c1cnc2n(c1=O)CCS2	15.3	-7.8	-114.5	-1.3	/	-141.5	3.5	-3.8	0.8	0.1	3.4
CCCCN1C(=O)C2NN=C(C(=O)OCC)C2C1=O (centres undefined)	4.5	-15.9	3.3	-1.8	1.7	19.1	7.9	-7.2	-3.1	-0.4	0.9
Cc1csc(NC(=O)c2cc(-c3ccccc3)nc3ccccc23)n1	16.2	-6.5	-316.4	-0.8	-11.2	-39.4	34.5	9.1	9.2	-0.3	0.2

# Going on with the list:
structure	CF NFkB block	KKLEB cytotox	Peg3 prom inh	hiPSC survival	TRPM1 prom inh	HIF-2a inh	TWEAK Fn14 block	Shn3 3UTR inh	NR2E3 ag-1	aDG glyco up	NR2E3 ag-2
COc1ccc(-c2cnc(SCC(=O)Nc3nc(C(C)(C)C)cs3)n2Cc2ccco2)cc1	-3.8	2.0	18.4	-1.4	4.2	22.7	14.2	-6.3	-2.6	-0.2	0.2
O=C(NNC(=S)Nc1ccccc1)c1ccco1	1.9	-17.0	-30.3	6.8	-4.5	-60.5	-21.5	-32.3	-4.7	0.3	-1.4
O=C(CSc1nnc(-c2ccco2)o1)NC1CC2CCC1C2 (centres undefined)	-30.9	-2.8	-8.9	3.0	-12.4	-20.6	14.2	-1.8	0.7	-0.2	-1.7
O=C(COC(=O)c1c(Cl)ccc(Cl)c1Cl)NCC1CCCO1 (centres undefined)	5.2	-7.5	-0.7	1.2	3.3	-17.5	-12.3	4.5	-34.9	-0.3	/
COc1ccc(OC)c2[nH]c(=O)c(CCNC(=O)C(=O)c3c(C)[nH]c4ccccc34)cc12	-3.4	0.8	7.8	0.4	-3.5	11.0	-10.7	8.5	5.5	-0.2	-0.3
CCc1ccccc1OCC(=O)Nc1cc(S(=O)(=O)N2CCOCC2)ccc1N1CCCCC1	40.5	-16.6	20.8	-0.1	2.0	32.0	14.2	61.4	7.1	0.0	/
C#CCOCCOCCOCCNc1nc(N2CCN(C(=O)[C@H](CCC(=O)O)n3cc(C(N)CC(C)C)nn3)CC2)nc(N2CCN(C(=O)[C@H](CCC(=O)O)n3cc(C(N)[C@H](C)CC)nn3)CC2)n1 (some centres undefined)	1.3	-3.3	-9.1	-0.3	-6.2	14.0	4.3	-4.9	-1.3	-0.2	-1.5
COc1ccccc1CNC(=O)C(=O)Nc1nccs1	10.4	1.2	-22.5	-1.4	3.5	-35.7	18.4	-4.1	-10.8	0.6	-0.6
Cc1cn([C@H]2C[C@H](O)[C@@H](CNS(=O)(=O)c3ccc(NS(=O)(=O)N(C)C)cc3)O2)c(=O)[nH]c1=O	18.0	-14.0	-0.4	3.5	/	3.8	9.2	-8.2	6.7	0.0	/
O=C(Nc1ccc2c(c1)OCCO2)C1CCC1	4.2	-4.7	-13.1	-1.5	-28.3	-30.6	-5.5	-5.2	-17.6	-0.2	-0.5
Cc1ccccc1OCC(=O)N/N=C1\SCC(=O)N1Cc1ccccc1	6.8	-7.9	15.2	-0.5	9.3	7.7	-16.2	-0.8	12.8	-0.1	-1.7
COc1ccc(CCN(C)C(=O)c2cc(-c3ccccc3)nc3ccc(C)cc23)cc1OC	10.7	2.3	2.4	0.4	13.2	-18.1	8.0	3.6	-17.7	7.8*	-1.2
CCCc1cc(C(=O)NCc2cccs2)no1	1.3	4.8	-171.3	-1.6	/	-227.8	-3.5	-49.6	-31.5	-0.3	3.7
CC(=O)NS(=O)(=O)c1ccc(NC(=S)NC(=O)c2ccco2)cc1	4.3	-1.6	6.8	0.5	4.8	14.8	-9.9	-7.4	-13.9	-0.3	-2.4
Cn1c(SCC(=O)N2CCOCC2)nnc1-c1cccc(NC(=O)c2ccccc2F)c1	0.7	3.9	11.6	-1.0	0.6	13.1	-9.6	6.2	6.7	0.0	2.8
C#CCOCCOCCOCCNc1nc(N2CCN(C(=O)[C@H]([C@@H](C)O)n3cc(CCCCN)nn3)CC2)nc(N2CCN(C(=O)[C@H](CCCCN)n3cc(CC(C)O)nn3)CC2)n1 (some centres undefined)	-23.8	-4.4	-2.6	-0.8	4.0	0.2	11.8	-27.8	-11.5	0.2	-0.2
Cc1ccccc1C(c1ccccc1Cl)N(C)C (centres undefined)	10.3	13.8	-75.2	3.6	2.4	-49.9	-10.7	-5.1	-26.8	0.0	/
COc1cccc(-c2cccc(NC(=O)C3CCN(Cc4ccon4)CC3)c2)c1	-0.6	-5.6	2.4	-0.7	4.6	10.3	-2.5	0.5	1.2	0.2	-2.1
CCOc1ccc(NS(=O)(=O)c2cc(C(=O)N(CC)CC(=O)NCc3cccs3)ccc2C)cc1	12.0	2.3	15.3	2.2	0.8	25.5	-4.4	-10.0	9.6	-0.3	1.2
Cc1ccc(/C=N/n2c(COc3ccccc3)n[nH]c2=S)cc1	-2.8	14.3	23.6	-0.7	-6.9	1.0	10.4	7.0	-19.8	-0.1	0.6

# Molecules listed so far containing a cyano group, in the order listed:
structure	CF NFkB block	KKLEB cytotox	Peg3 prom inh	hiPSC survival	TRPM1 prom inh	HIF-2a inh	TWEAK Fn14 block	Shn3 3UTR inh	NR2E3 ag-1	aDG glyco up	NR2E3 ag-2
CCOC(=O)C1=C(C)OC(N)=C(C#N)C1c1cc(F)ccc1F (centres undefined)	9.9	4.8	-1.1	-0.1	20.6	4.0	21.1	7.6	1.6	0.1	2.1
CCc1cccc2c(C#N)cn(CCOc3ccccc3OC)c12	12.3	-6.9	23.0	-2.8	-7.7	-4.7	24.8	22.6	-19.2	0.4	-1.5

# (listing goes on)
structure	CF NFkB block	KKLEB cytotox	Peg3 prom inh	hiPSC survival	TRPM1 prom inh	HIF-2a inh	TWEAK Fn14 block	Shn3 3UTR inh	NR2E3 ag-1	aDG glyco up	NR2E3 ag-2
Cc1cnc(C(=O)Nc2ccccc2-c2ccc(C)o2)cn1	4.2	-2.3	-8.9	0.4	-2.3	14.0	7.7	10.0	-12.8	0.3	-1.1
CC(=O)Oc1ccc(C(=O)Nc2ccc(S(=O)(=O)N3CCOCC3)cc2)cc1	21.2	-1.3	10.9	-0.5	9.6	20.6	-9.5	2.9	-23.4	-0.1	1.1
C=CCSc1nnc(NC(=O)COc2ccc3ccccc3c2)s1	-1.7	0.9	-1.4	-0.8	10.1	-6.2	-25.6	21.8	-23.8	-0.2	2.2
Cc1ccccc1CN1C(=O)[C@H]2Cc3c([nH]c4ccccc34)C(C)(C)N2C1=O	6.5	-8.5	32.8	-2.3	0.6	23.4	48.4	3.6	1.8	0.1	0.4
COc1ccc(N=Nc2[nH]c3ccc(C)cc3c2O)cc1	-16.7	-27.2	-60.2	3.4	-26.2	-117.1	-13.8	-53.3	-33.4	-0.4	3.9
COc1ccc(NC(=O)/C(C#N)=C/C=C/c2ccco2)cc1	-4.4	-14.7	7.2	-1.2	-5.7	-36.0	-13.3	0.4	-46.0	-0.1	0.2
O=C(O)c1ccc(CNCc2cc(Cl)ccc2O)cc1	17.6	-6.8	-7.4	-2.3	3.3	0.4	4.9	-8.0	11.3	2.3	2.0
CC(Sc1ccccc1)C(=O)Nc1ccccc1C(=O)N1CCOCC1 (centres undefined)	-0.6	4.5	4.6	10.7	8.5	-6.6	2.5	9.7	-0.2	0.0	1.9
CCOC(=O)N1CCC(NC(=O)C(NS(=O)(=O)c2ccc3c(c2)CCN3C(=O)CC)C(C)C)CC1 (centres undefined)	2.5	-12.6	3.8	0.6	0.5	8.1	-23.3	2.8	-9.8	0.0	-2.2
O=C(O)CC1S/C(=N/N=C/C2CC=CCC2)NC1=O (centres undefined)	-4.8	6.2	6.8	-0.6	-10.4	5.4	0.0	12.6	-16.6	-0.2	2.7
CC/C(=C\C(=O)c1cccnc1)Nc1ccc(C)c(C)c1	8.5	-6.1	7.7	0.2	2.5	-1.1	20.0	-2.7	-8.0	0.0	-1.4

# High-throughput results: PubChem BioAssay, several laboratories
